# Screening results deposited in PubChem BioAssay by several laboratories.
# GSK3B inh: inhibitors of human GSK3beta kinase; P49841; GST-GSK3beta kinase, ADP-Glo luminescence, 60 min; active compounds read low; activity score (negative = inhibition), % at 10 µM; 300,000 compounds, 0.038% hits;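 active means more than half of replicate wells score below -50%, meaning over 50% inhibition versus plate controls; inconclusive means some replicates but at most half score below -50%; inactive means no replicate scores below -50%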;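 further: 0% = median DMSO wells and -100% = median GW8510 positive control wells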
# Target sequence (P49841 whole entry, looked up): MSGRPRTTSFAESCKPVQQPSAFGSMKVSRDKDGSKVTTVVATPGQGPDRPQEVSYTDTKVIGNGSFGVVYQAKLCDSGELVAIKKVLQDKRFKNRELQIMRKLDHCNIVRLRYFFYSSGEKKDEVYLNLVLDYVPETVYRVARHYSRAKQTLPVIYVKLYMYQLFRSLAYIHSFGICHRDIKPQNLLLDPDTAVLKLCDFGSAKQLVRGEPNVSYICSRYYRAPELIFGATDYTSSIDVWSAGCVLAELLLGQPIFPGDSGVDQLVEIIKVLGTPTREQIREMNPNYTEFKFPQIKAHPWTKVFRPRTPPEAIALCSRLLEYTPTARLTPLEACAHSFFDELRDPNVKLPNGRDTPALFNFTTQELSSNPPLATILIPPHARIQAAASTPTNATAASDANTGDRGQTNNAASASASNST
#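 Assay system: GST-tagged human GSK3beta kinase, cell-free; Input: 1.6 ng GSK3beta; Medium: Tris/MgCl2 kinase buffer; Timing: 60 min enzyme reaction, room temperature; Signal: ADP-Glo luminescence quantifying ADP generated by kinase; Evaluation: score relative to plate controls; Benchmarks: DMSO neutral wells and GW8510 at 20 µM as positive.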
# AI-2 QS modul: modulates the Vibrio harveyi AI-2 quorum sensing system | Vibrio harveyi JMH597 AI-2 luminescence/OD600 ratio, 9 h; active compounds read low; strain lacks LuxN and CqsS sensors; 0 = neutral-control median | activity change, % at 7.5 µM | 300,000 compounds, 0.4% hits; in the data active means activity change below about -75%, passing the limit was not always enough; inconclusive means no clear call, values can overlap the other calls;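 further: luminescence divided by OD600 gain over 9 h not by final OD600 alone; inactives centre near 13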
# HIF activator: HIF pathway transcriptional activation | activation, % at 7.5 µM (by protocol) | 300,000 compounds, 0.32% hits | U2OS HRE-luciferase reporter, luminescence; normalized: DMSO 0%, desferrioxamine 100%;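 active means mean activation of at least 10% of the iron chelator positive control signal, with at least half of replicates also reaching 10%; inconclusive means mean and replicate majority disagree about reaching 10%; inactive means mean and most replicates under 10%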
# HSF1 inh: HSF1 inhibition; AID 2098; activity change, negative = inhibition, % at 7.5 µM (by protocol); 300,000 compounds, 0.77% hits; NIH3T3-HGL HSE-luciferase, MG132-induced, luminescence 8 h; active compounds read low;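 active means more than half of replicate wells show activity change below -50%, luminescence cut by over half; inconclusive means some wells, but at most half, below -50%; inactive means no replicate well below -50%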;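 further: luciferase reports HSF-1 transcriptional activity via heat shock element; 0% = median of DMSO wells and -100% = zero luminescence signal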
# HSP90 inh: blocks HSP90-mediated luciferase refolding in reticulocyte lysate; Rabbit reticulocyte lysate, luciferase refolding luminescence, 3 h; 290,000 compounds, 0.91% hits; inhibition, % at 5.6 µM; AID 1789;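 active means inhibition above the screen-wide mean plus 3 SD, computed separately per campaign, cut at about 16% in these data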;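 further: 0% = DMSO wells and 100% = 60 µM geldanamycin wells; inhibitors lower the luminescence because luciferase stays unfolded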
# IEC-6 tox: IEC-6 cytotoxicity, counter-screen for KLF5 inhibitors; inhibition, % at 5 µM; AID 1825; 290,000 compounds, 0.78% hits; luminescence viability; in the data active means inhibition above about 22%;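 further: 0% = plate median of test compound wells and 100% = cytotoxic reference compound wells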
# HSF1 activator: increases HSF-1 driven luciferase reporter signal; NIH3T3-HGL HSF-1 luciferase reporter, MG132, 8 h; 100% = twice DMSO control signal; activation, % at 9 µM; 300,000 compounds, 1.7% hits; AID 504408;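 active means mean replicate activation of at least 50% with a set share of replicates each reaching 50%; inconclusive means only one of those two conditions met; inactive means mean below 50% and too few replicates reaching it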;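 further: 0% = median of the neutral control wells and 100% = twice that signal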
# KLF5 inhibitor: kruppel-like factor 5 inhibition. DLD-1 KLF5 promoter-luciferase reporter, luminescence. inhibition, % at 5 µM. 290,000 compounds, 0.23% hits. AID 1700;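 active means inhibition above a per-plate limit of that plate's mean compound inhibition plus 3 SD, cut at about 60% in these data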;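 further: 0% = DMSO wells and 100% = LY294002 at 200 µM; higher means less KLF5 promoter-driven luciferase light; inactives centre near -14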
# GSK3A inh: inhibitors of human GSK-3 alpha kinase. ADP-Glo luminescence, 60 min. inhibition, % at 10 µM. 320,000 compounds, 0.1% hits;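 in the data active means inhibition above about 50%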;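 further: GST-tagged GSK-3 alpha with peptide substrate and 25 µM ATP; 0% = DMSO neutral wells and 100% = GW8510 positive control wells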
# Target sequence (P49840 whole entry, looked up): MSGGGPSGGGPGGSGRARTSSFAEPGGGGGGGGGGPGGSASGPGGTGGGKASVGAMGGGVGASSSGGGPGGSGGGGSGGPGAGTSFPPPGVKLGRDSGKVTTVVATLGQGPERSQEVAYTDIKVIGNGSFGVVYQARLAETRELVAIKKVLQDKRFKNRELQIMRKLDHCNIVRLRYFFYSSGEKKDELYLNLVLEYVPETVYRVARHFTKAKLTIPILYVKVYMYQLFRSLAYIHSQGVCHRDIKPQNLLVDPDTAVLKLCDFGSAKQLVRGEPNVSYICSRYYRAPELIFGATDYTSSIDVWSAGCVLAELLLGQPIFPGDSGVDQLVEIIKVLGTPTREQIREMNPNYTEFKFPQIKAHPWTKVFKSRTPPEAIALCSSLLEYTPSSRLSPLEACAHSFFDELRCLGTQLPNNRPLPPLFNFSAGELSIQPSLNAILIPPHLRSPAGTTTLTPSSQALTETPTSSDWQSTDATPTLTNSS
# aSyn UTR inh: MLPCN primary screen, SNCA 5' untranslated region. alpha-synuclein 5'UTR reporter, inhibitor activity. AID 1813. inhibition, % (tested at 7.5 µM). 300,000 compounds, 0.82% hits; in the data active means inhibition above about 60%; inconclusive means no clear call, values can overlap the other calls;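 further: H4 neuroglioblastoma cells stably carrying SNCA 5'UTR luciferase fusion; 0% = DMSO wells and 100% = positive control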
# Starred values were filed as active, the others as inactive; ? = inconclusive; · = not tested or not shown.
# Values run as follows: GSK3B inh, AI-2 QS modul, HIF activator, HSF1 inh, HSP90 inh, IEC-6 tox, HSF1 activator, KLF5 inhibitor, GSK3A inh, aSyn UTR inh
Cc1c(OCC(=O)NCC(O)c2ccccc2)ccc2c(-c3ccccc3)cc(=O)oc12 (stereo unspecified)
→ -2, 10, 0.0, 1, -2, -7, 0, -17, -2, 42
NNC(=O)CNc1cccc(Cl)c1
→ 4, 15, -0.3, 0, 2, 2, 7, -8, 0, 2
O=C(Cn1cncn1)NCc1cccc(C(F)(F)F)c1
→ -1, 44, 0.3, -4, -1, 2, 1, 0, -2, 14
O=C(CN1CCCN(S(=O)(=O)c2ccc(F)cc2)CC1)Nc1c(Cl)cccc1Cl
→ ·, ·, -3.1, -6, -1, -2, 2, -4, -1, 2
COc1ccc(-n2cc(C(=O)c3cc(Cl)ccc3O)cc(C#N)c2=O)cc1
→ 2, 12, 0.0, 0, 2, 1, 6, 23, -2, 32
CCN(CC)CCCNC(=O)Cn1cnc2ccc(S(=O)(=O)N3CCC(C)CC3)cc2c1=O
→ -1, 15, -0.3, -1, 4, 6, 10, 13, -1, -1
COc1cc(C(=O)NCc2cc(C)nc3ccccc23)cc(OC)c1OC
→ 3, 47, 0.0, -6, 2, 0, -10, -25, -1, 7
CC(=O)Nc1cccc(OCC(=O)Nc2sccc2C(N)=O)c1
→ 1, 19, 1.5, 11, 1, 2, 18, -40, -2, -82
COc1cc(NC(=O)Cc2nn(C)c(=O)c3ccccc23)cc(OC)c1OC
→ 2, 36, -0.4, -2, -1, 2, 7, -28, 6, 14
Cc1cccc(NC(=O)c2cccc(NC(=O)c3ccccc3)c2)n1
→ 0, 5, 2.2, 1, -5, 5, 3, -22, 0, -12
CC(C)CCNC(=O)C1CC(c2ccc(C(F)(F)F)cc2)=NO1 (stereo unspecified)
→ 1, 31, 2.1, 3, ·, ·, 27, ·, 1, -8
COC(=O)c1cccc(S(=O)(=O)N2CCC(n3nnc4cc(F)ccc43)CC2)c1
→ 1, 32, 1.3, 1, 1, 2, 15, 12, -1, 27
O=C(CNC(=O)C1CCCCC1)OCC(=O)c1ccc(Br)cc1
→ 2, 31, 2.6, 16, 2, 2, 65*, -25, ·, -7
Clc1cncc(Cl)c1N/N=C/c1ccncc1
→ -30, 3, 0.8, -13, -2, -6, -32, -1, ·, 32
COc1ccc(N2CC(C(=O)NC3CCSC3=O)CC2=O)cc1 (stereo unspecified)
→ -3, -3, 1.3, -9, 0, 5, 0, -6, 0, 1
CCC(CC)C(=O)Nc1nnc(S(=O)(=O)N2CCCCCC2)s1
→ 1, -2, -0.5, 2, -2, -1, 0, -7, 0, 11
CCC(=O)N/N=C(\C)CC(=O)Nc1ccc2c(c1)OCCO2
→ -1, 12, 0.3, -1, 0, -2, 0, -7, 2, -14
Cc1cc(=O)oc2cc(NC(=S)NCc3ccccn3)ccc12
→ 3, 15, 4.1, 3, -4, 1, 29, -28, 2, -37
CCc1ccc(C)[n+](CC(=O)c2cccs2)c1
→ -2, 2, -0.7, -14, 1, -3, -11, -18, 0, -4
CC1(C)CC(=O)CC(=O)/C1=N\Nc1c(Cl)cc(Cl)cc1Cl
→ -1, 22, -0.1, 4, 0, -2, 9, -33, -3, -16
CC(C)c1ccc(C2CC(c3ccc(Br)cc3)=NN2C(N)=S)cc1 (stereo unspecified)
→ -4, 14, 2.0, 48, -1, 6, 74*, 6, -4, -97
Cc1nnc(NC(=O)CSc2nnc(Cc3cccn3C)n2-c2cccc(C(F)(F)F)c2)s1
→ -1, 20, 0.1, 1, 1, 2, -7, -9, -5, -7
O=C1N/C(=C/c2cccs2)C(=O)N1Cc1ccc(F)cc1
→ -1, 4, 0.2, 13, -1, -7, 35, 7, -7, -18
CCCCC(=O)Nc1cccc(C(C)O)c1 (stereo unspecified)
→ 2, -1, 0.1, -2, 2, -1, -9, -29, 0, -7
CN1OCC(S(=O)(=O)c2ccccc2)C1c1ccccc1 (stereo unspecified)
→ 2, 21, -0.6, 3, -2, -4, -6, -13, -2, 5
CC(C)(C)NC(=O)Cn1nnc(-c2cccs2)n1
→ 1, 7, 0.8, -1, -2, -5, 0, -36, -2, -45
CSc1ccc(CCNC(=O)Cn2ncc3c([nH]c4ccccc43)c2=O)cc1
→ -6, -2, -0.7, 0, 11, 1, 9, -1, -2, 15
O=C(Nc1ccccc1)N1CCCN(c2c(Cl)cncc2Cl)CC1
→ 2, 5, -0.4, -10, 4, 7, -10, 0, 3, 12
Cc1cc(=O)[nH]c(N/N=C/c2ccc(OC(=O)c3cccnc3)cc2)n1
→ 1, 10, -0.1, -16, -3, 0, -28, -5, -2, 5
CC1=CC2=NC(=O)/C(=C\c3cccn3CCOc3cccc(C)c3)C(=N)N2O1
→ -1, 9, 0.3, -2, -1, 11, -11, 11, -1, 4
COc1ccc(N2CCN(c3c(S(=O)(=O)c4ccccc4)cnc4ccc(OC)cc34)CC2)cc1
→ -3, 22, -0.3, 8, 5, 4, 14, -12, -2, 37
Cc1ccc(NC(=S)N2CCC(c3ccc(C)cc3)C2)cc1 (stereo unspecified)
→ 1, -12, 0.1, 18, -4, -8, 15, -32, -2, -51
CN(Cc1ccccc1)S(=O)(=O)c1ccc(Cl)c(C(=O)NCc2cccnc2)c1
→ 1, 26, -0.8, -3, ·, ·, -5, ·, 0, 2
CCOC(=O)c1c(C)oc2cc(Br)c(OC(=O)N3CCOCC3)cc12
→ 3, ?, 0.0, 15, 2, 6, 26, -30, 0, 5
CC(=O)N1CCN(c2nc(-c3cccs3)nc3ccccc23)CC1
→ -4, 15, -1.0, -1, 0, 8, 3, -11, 2, 31
CC(C)c1ccc(NC2CCCN(C(=O)CCN3CCOCC3)C2)cc1 (stereo unspecified)
→ -2, 7, 0.1, 1, 3, -4, -25, 3, -1, -2
CCCCNC(=O)N(O)C1N(/N=C/c2ccccc2OC)C(=S)SC1(C)C (stereo unspecified)
→ 3, 22, 1.1, 10, -6, 3, 7, -19, 0, 7
C[C@H](Nc1ccc(C(F)(F)F)cc1[N+](=O)[O-])C(=O)O
→ 2, 11, -0.3, 7, 6, 4, 37, 11, -2, -15
COCCN(C(=O)CSc1nc2ccc(OC)cc2[nH]1)c1c(N)n(Cc2ccccc2)c(=O)[nH]c1=O
→ 1, 13, 0.1, 13, ·, ·, 16, ·, ·, -3
Cc1ccc(P(C)(=O)c2ccc(C)cc2)cc1
→ -4, 26, 0.1, ·, -6, -5, ·, -22, -1, 13

# An excerpt from above in order of the HSP90 inh value, highest first.
Compound,GSK3B inh,AI-2 QS modul,HSF1 inh,HSP90 inh,HSF1 activator,KLF5 inhibitor,GSK3A inh,aSyn UTR inh
O=C(Nc1ccccc1)N1CCCN(c2c(Cl)cncc2Cl)CC1,2,5,-10,4,-10,0,3,12
NNC(=O)CNc1cccc(Cl)c1,4,15,0,2,7,-8,0,2
Cc1c(OCC(=O)NCC(O)c2ccccc2)ccc2c(-c3ccccc3)cc(=O)oc12 (stereo unspecified),-2,10,1,-2,0,-17,-2,42
CCCCNC(=O)N(O)C1N(/N=C/c2ccccc2OC)C(=S)SC1(C)C (stereo unspecified),3,22,10,-6,7,-19,0,7

# Whole records from above.
# CC(C)(C)NC(=O)Cn1nnc(-c2cccs2)n1 reads GSK3B inh: 1; AI-2 QS modul: 7; HIF activator: 0.8; HSF1 inh: -1; HSP90 inh: -2; IEC-6 tox: -5; HSF1 activator: 0; KLF5 inhibitor: -36; GSK3A inh: -2; aSyn UTR inh: -45
# CCCCNC(=O)N(O)C1N(/N=C/c2ccccc2OC)C(=S)SC1(C)C (stereo unspecified) reads GSK3B inh: 3; AI-2 QS modul: 22; HIF activator: 1.1; HSF1 inh: 10; HSP90 inh: -6; IEC-6 tox: 3; HSF1 activator: 7; KLF5 inhibitor: -19; GSK3A inh: 0; aSyn UTR inh: 7

# Further compounds
# Values run as follows: GSK3B inh, AI-2 QS modul, HIF activator, HSF1 inh, HSP90 inh, IEC-6 tox, HSF1 activator, KLF5 inhibitor, GSK3A inh, aSyn UTR inh
CCOC(=O)/C(=N\Nc1ccc(OC)cc1)c1csc(Nc2ccccc2)n1
→ -2, 21, 1.6, 20, -4, 2, 28, -23, -3, 12
OCCCn1c(C2CCCN2c2nc(-c3ccc(F)cc3)cs2)nc2cc(Cl)c(Cl)cc21 (stereo unspecified)
→ 1, 29, 0.3, 8, ·, ·, 2, ·, 2, -45
CCO/C=C1\C(=O)N(CC)c2ccccc21
→ 1, 22, -0.3, -3, 1, 7, -6, -21, -3, 5
Cc1cc2cc(CNC(=O)COc3ccccc3)ccc2n1C
→ 3, 7, -0.4, 2, 3, -5, -1, -4, -1, -2
COc1ccc(-n2c(SCc3ccc([N+](=O)[O-])cc3)nnc2-c2ccc(C)cc2)cc1
→ 0, 28, -0.4, 26, 6, 6, 57*, -3, 1, 14
Cc1ccc(NC(=S)/C(=C(\[O-])c2ccc(Cl)s2)[n+]2cccc(CO)c2)cc1C
→ 0, 14, 1.0, 3, 3, -1, -1, -40, -4, -18
CC1CCCN(c2nc3ccsc3c(=O)s2)C1 (stereo unspecified)
→ -4, 23, 3.3, 22, 3, 8, 27, -47, 1, -148
CCC(C)Sc1nc2c(c(=O)[nH]c(=O)n2C)n1CCc1ccccc1 (stereo unspecified)
→ 0, 20, 0.9, 8, 2, 2, 14, -40, -1, 34
Cc1nc(NC(=O)/C=C/c2ccc(F)cc2)sc1C(=O)N(C)C
→ 2, 7, 0.1, 6, 2, 2, 6, 5, -3, -12
CCC(C(=O)OCC(=O)Nc1ccc(C(=O)Nc2ccc(OC)cc2)cc1)c1ccccc1 (stereo unspecified)
→ -2, 41, 0.0, -7, 3, 1, 13, -20, -3, -17
Cc1ccc(N/N=C(/Sc2nnnn2-c2ccccc2)C(=O)c2ccccc2)cc1
→ 1, 31, 0.1, 2, -6, -9, 41, -10, -1, 3
O=C(CSc1nc(NS(=O)(=O)c2ccccc2)cc(=O)[nH]1)Nc1ccc(F)cc1
→ 1, 1, 1.2, 1, -1, -1, 11, -31, 1, -10
CCOC(=O)C/C(N)=N/NC(=O)c1ccc(Cl)cc1Cl
→ 0, 34, 0.3, -3, -3, 3, -1, 1, 3, -2
O=C1CCC(=O)N1CCCCCc1nc(-c2ccccc2)no1
→ 2, -26, 2.4, 5, -3, 2, 26, -61, 0, -104
